Compound activity: PubChem BioAssay, several laboratories
West Nile virus CPE: West Nile virus antiviral activity, cell-based, CPE readout (AID 1621) | West Nile virus-infected cells, CPE inhibition; higher % means a stronger effect | one-dose CPE inhibition, % at 10 µM; IC50 in µM for titrated hits | actives 0.02% (n = 290,000); in the data active = a potency from the dose series; inconclusive = CPE inhibition mostly from about 3.7% at the one dose, without a potency; inactive = the rest, 99 in 100 with CPE inhibition below about 2.2%; note: strong numbers were not always called active
MgcRacGAP inhibition: MgcRacGAP GTPase-activating activity inhibitors, confirmation, biochemical, ADP Hunter fluorescence | MgcRacGAP-stimulated Rac1 GTP hydrolysis, ADP Hunter fluorescence; higher % means a stronger effect; GST-tagged Rac1 F28L mutant substrate | inhibition, % at 30 µM; hits with a dose series show IC50 in µM | actives 0.6% (n = 340,000) | AID 624330;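 active = first-screen hits whose inhibition reached a set limit at any dose in the follow-up dose series; inconclusive = inhibition above the set first-screen limit but never retested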;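 note: fluorescence reports GDP produced by GAP-driven GTP hydrolysis; strong numbers were not always called active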
Myeloid diff MLP: promotes myeloid progenitor differentiation; ER-HoxA9 myeloid progenitors, lysozyme-GFP differentiation, flow cytometry; calls only at 10 µM; actives 1% (n = 360,000);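 active = normalized GFP-positive differentiation at or above the plate's own cutoff, the solvent-only control mean plus 3 SD; inconclusive = no clear call, values can overlap the other calls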;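 note: cells exposed to compound for four days before flow analysis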
SV40 large T antigen: SV40 large T antigen inhibitors, biochemical (AID 1903) | SV40 large T antigen ATPase/helicase inhibition assay; higher % means a stronger effect | actives 0.39% (n = 310,000) | one-dose inhibition, % at 20 µM; IC50 in µM for titrated hits; in the data active = a potency from the dose series; inconclusive = inhibition mostly from about 32% at the one dose, without a potency; inactive = the rest, 99 in 100 with inhibition below about 32%; note: strong numbers were not always called active
b-catenin transl: beta-catenin nuclear translocation modulation. HeLa beta-catenin nuclear translocation, immunofluorescence imaging. nuclear translocation activity, % at 5 µM. actives 0.3% (n = 190,000). AID 1665;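 active = nuclear translocation activity above 50% at 5 µM, with a well cell count of 50 or more; inconclusive = wells under 50 cells across six images, flagged as toxic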;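 note: per-cell ratio of nuclear to cytoplasmic median beta-catenin stain intensity; plate controls were DMSO negative control for no effect and GSK-3 inhibitor IX positive control for full effect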
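Test system: human HeLa cells, native beta-catenin. Compound dosing: 5 µM primary single dose, 0.1% DMSO, 0.02–20 µM confirmation series. Incubation: compound exposure 24 h at 37°C. Detection: beta-catenin immunostaining with DAPI counterstain, 20x imaging, 6 fields/well. Read-out basis: Nuclear/cytoplasmic beta-catenin signal ratio, % activation.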
WT yeast gro inh: growth inhibition of WT yeast, mitochondrial fusion screen; mitochondrial fusion phenotypic screen, WT strain; inhibition, % at 10 µM; actives 2.1% (n = 190,000); AID 1362; in the data active = inhibition above about 58%; tested in S. cerevisiae
RSV CPE inhibition: RSV antiviral activity via CPE protection, HEp-2 cells, primary 10 µM value included (AID 2391); actives 0.13% (n = 310,000); CPE inhibition, % at 10 µM; hits with a dose series show IC50 in µM; HEp-2 cells, RSV-induced CPE inhibition; higher % means a stronger effect; in the data active = a potency from the dose series; inconclusive = CPE inhibition mostly from about 23% at the one dose, without a potency; inactive = the rest, 99 in 100 with CPE inhibition below about 21%; note: strong numbers were not always called active
T cell HTS: T cell immune modulation candidate | calls only at 7 µM | 2C CD8+ T cell-vesicle binding, flow cytometry; stronger effect = lower value | actives 0.068% (n = 330,000) | AID 2052;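 active = response, share of CD8 T cells binding vesicles, and their 90th percentile fluorescence all below set limits, cut at about 80% in these data, passing the limit was not always enough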
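Material: murine 2C transgenic CD8+ T lymphocytes / Also added: QL9-peptide-loaded Drosophila micro-vesicles bearing Ld, ICAM-1 and B7-1 / Schedule: binding step 1.5 h, 37 °C, antibody labelling 20 min, ice / Signal: flow cytometry, PE anti-B7-1 (FL2) versus Alexa647 anti-CD8 (FL8), PFA-fixed / Evaluation: percent CD8+ FL2 mean versus row control / Benchmarks: naked versus QL9-loaded vesicles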
PhoP inhibition: inhibitors of PhoP regulon expression, primary screen, Salmonella Typhimurium, GFP reporter (AID 1863) | S. Typhimurium PhoP-regulated promoter GFP reporter, 4 h; higher % means a stronger effect | actives 0.16% (n = 300,000) | one-dose inhibition, % at 50 µM; IC50 in µM for titrated hits;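 active = inhibition over 29.93%, a cutoff 3 SD above the screen mean, later confirmed by dose response; inconclusive = inhibition over 29.93% but no dose response follow-up; inactive = inhibition at most 29.93% or unconfirmed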;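 note: 0% = low Mg2+ inducing control and 100% = high Mg2+ repressing control; strong numbers were not always called active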
WT yeast gro inh mutant strain: second read-out of WT yeast gro inh, no call of its own (marks repeat the call); inhibition, %; mitochondrial fusion phenotypic screen, mutant strain inhibition
b-catenin transl cell count 5 µM: further read-out of b-catenin transl, marked with its call; cell count; measured here: cell count, cytotoxicity flag
T cell HTS vesicle-bound %: recorded beside T cell HTS, whose call it bears; double positive events, %; measured here: CD8+ vesicle-bound cell fraction;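 binding gate set so that unloaded-vesicle control wells show 10% double positive cells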
Myeloid diff MLP GFP+ MAC1+ %: second read-out of Myeloid diff MLP, no call of its own (marks repeat the call); GFP+ MAC1+ double positive, %; measured here: differentiation confirmed by MAC1 staining
Active calls of the source: *; i = inactive; ? = inconclusive; · = no result given. Rows are unselected, and some 3.6% of all compounds hit somewhere here.

SMILES | West Nile virus CPE | MgcRacGAP inhibition | Myeloid diff MLP | Myeloid diff MLP GFP+ MAC1+ % | SV40 large T antigen | b-catenin transl | b-catenin transl cell count 5 µM | WT yeast gro inh | WT yeast gro inh mutant strain | RSV CPE inhibition | T cell HTS | T cell HTS vesicle-bound % | PhoP inhibition
O=C(c1ccccc1)N1C(=O)C(c2ccccc2)Oc2ccccc21 (centres undefined) | -0.6% | -3% | i | 0.5 | 6% | 1.0 | 1284 | · | · | -0.3% | i | 10 | -6%
COc1ccc(CN2CCCC(C(=O)c3ccc(Cl)cc3)C2)cc1Cn1cccn1 (centres undefined) | -1.3% | 2% | i | 0.5 | 0% | 2.1 | 883 | 30 | 22 | -2.9% | i | 57 | 0%
CCOc1ccc(-n2ccnc(SCC(=O)NC3CCCC3)c2=O)cc1 | · | 5% | i | 0.5 | 16% | · | · | · | · | 1.0% | i | 43 | 13%
O=C1N=C(N2CCCC2)S/C1=C\C=C\c1ccccc1 | -0.7% | 8% | i | 0.2 | 13% | -0.1 | 1376 | · | · | · | i | 8 | -8%
CC(=O)C1=C(C)NC(SCC(=O)c2ccccc2)=C(C#N)C1c1ccco1 (centres undefined) | 1.0% | · | · | · | 11% | -2.5 | 991 | 0 | -5 | 2.2% | i | 30 | -9%
Cn1c(NN)nc2sc3c(c2c1=O)CCC3 | 0.0% | 20% | i | 0.6 | 4% | -10 | 1164 | 19 | -13 | -1.1% | i | 12 | 15%
COCCNC(=O)c1cccc(OC2CCN(Cc3ccccc3OCCO)CC2)c1 | -0.9% | 11% | i | 0.4 | 4% | · | · | · | · | -1.9% | i | 32 | 4%
S=C(NCc1ccc(Cl)cc1)NC12CC3CC(CC(C3)C1)C2 | ? | 2% | i | 1.3 | 0% | 2.2 | 1478 | -4 | 4 | 1.4% | i | 42 | -2%
CCN(CC)S(=O)(=O)c1ccc(N2CCCC2)c(NC(=O)c2c(-c3ccccc3)noc2C)c1 | -0.4% | -4% | i | 0.6 | 3% | · | · | · | · | 2.9% | i | 27 | -4%
CSCCC(NC(=O)c1ccccc1)C(=O)OCC(=O)Nc1ccc(C)c(Cl)c1 (centres undefined) | -0.2% | 10% | i | 1.2 | 22% | -4.8 | 1128 | 24 | 4 | 0.3% | i | 11 | 7%
CC(=O)Nc1ccc(NC(=O)C2CCN(C(=O)C3CC(=O)N(c4ccc(C)cc4)C3)CC2)cc1 (centres undefined) | -0.8% | 2% | ? | · | 3% | · | · | · | · | 0.6% | i | 23 | 3%
O=C(NCc1ccco1)c1cc(S(=O)(=O)N2CCOCC2)ccc1Br | 0.1% | 11% | i | 0.7 | -16% | · | · | · | · | 0.9% | i | 79 | 2%
Cn1cccc1/C=N/NC(=O)c1cccnc1 | -0.3% | 5% | i | 5.3 | 13% | 4.3 | 1148 | -5 | 7 | 0.5% | i | 18 | 1%
O=C(Nc1ccc(F)cc1)C1CCC(N2C(=O)c3ccccc3C2=O)CC1 (centres undefined) | 0.7% | 2% | i | 1.6 | 0% | -0.2 | 972 | 3 | -4 | 2.2% | i | 17 | 17%
O=C(Nc1cccc(NC(=O)c2ccco2)c1)c1ccc2c(c1)OCO2 | 0.3% | 13% | i | 6.6 | 18% | -1.5 | 1195 | -9 | 9 | 1.4% | i | 48 | -4%
COc1cccc(/C=N/NC(=O)CCc2n[nH]c(=O)[nH]c2=O)c1O | 0.6% | 9% | i | 0.6 | 18% | -0.3 | 1052 | 9 | 16 | 1.8% | i | 34 | -1%
COc1ccccc1OCc1ccc(C(=O)N2CCN(C(=O)c3ccco3)CC2)cc1 | · | 9% | i | 0.9 | 16% | · | · | 9 | 0 | 2.0% | i | 56 | 29%
CC(C)S(=O)(=O)c1csc(NC(=O)Nc2ccc(Cl)cc2)c1 | -1.0% | 14% | i | 0.7 | 2% | -1.7 | 1175 | · | · | · | i | 26 | -5%
CCN(CC)CCN(C(=O)c1ccc2c(c1)OCCO2)c1nc2cc3c(cc2s1)OCO3 | 0.0% | 10% | i | 1.2 | 6% | · | · | · | · | -0.1% | i | 62 | 2%
COc1ccc(OC)c(N/C(C)=C/C(=O)c2ccccc2)c1 | -1.0% | 9% | i | 0.1 | 5% | 0.5 | 989 | -15 | -1 | 9.6% | i | 55 | -30%
COC(=O)c1ccc(S(=O)(=O)N2CCN(C)CC2)n1C | 0.2% | 9% | i | 0.6 | 11% | -0.8 | 1297 | · | · | · | i | 30 | -9%
O=c1[nH]c2c(c3c1CCCC3)CCCC2 | 0.6% | 2% | i | 1.4 | 3% | -2.0 | 1185 | 5 | -1 | -0.2% | i | 17 | 6%
CCOC(=O)CC(=O)NC(C)(C)CCCCC(C)(C)NC(=O)CC(=O)OCC | 0.0% | 3% | i | 0.4 | 4% | 0.2 | 1245 | · | · | 0.8% | i | 38 | -3%
COc1ccc(-c2c3c(=O)n(C)c(=O)n(C)c3cn2C2CCCCC2)cc1 | 0.1% | 4% | i | 1.8 | 0% | -3.1 | 1060 | 7 | -2 | 7.1% | i | 14 | 16%
CC1CCC(NC(=O)c2ccc(NC3=NC4CS(=O)(=O)CC4S3)cc2)CC1 (centres undefined) | -0.5% | 4% | i | 5.0 | 10% | · | · | · | · | 2.0% | i | 19 | -5%
CC1=Nc2ccc(C)cc2/C1=C/c1c(N)n2nc(CC(=O)N3CCOCC3)sc2nc1=O | 1.8% | 16% | i | 0.6 | 14% | · | · | · | · | 0.1% | i | 40 | -23%
Cc1cc2c(cc1S(=O)(=O)N1CCc3ccccc31)NC(=O)CO2 | -1.2% | 6% | i | 0.6 | 0% | -3.1 | 1133 | 19 | 12 | 42% | i | 44 | 0%
CCOc1ccccc1N(C(=O)CNC(=O)c1ccco1)C(C(=O)NC1CCCC1)c1ccncc1 (centres undefined) | -1.4% | 5% | i | 1.7 | 3% | · | · | · | · | -0.1% | i | 61 | -7%
CCS(=O)(=O)N(CC(=O)Nc1cccc2ccccc12)c1ccc(OC)cc1 | · | 9% | i | 1.0 | · | · | · | · | · | 1.6% | i | 46 | ·
O=C(NCCCCNC(=O)c1c(F)c(F)c(F)c(F)c1F)c1c(F)c(F)c(F)c(F)c1F | -0.7% | 1% | i | 0.4 | 1% | · | · | 10 | 13 | 1.1% | i | 39 | -5%

Structures listed so far that have two or more sulfur atoms, in the order listed:
SMILES | West Nile virus CPE | MgcRacGAP inhibition | Myeloid diff MLP | Myeloid diff MLP GFP+ MAC1+ % | SV40 large T antigen | b-catenin transl | b-catenin transl cell count 5 µM | WT yeast gro inh | WT yeast gro inh mutant strain | RSV CPE inhibition | T cell HTS | T cell HTS vesicle-bound % | PhoP inhibition
CC(C)S(=O)(=O)c1csc(NC(=O)Nc2ccc(Cl)cc2)c1 | -1.0% | 14% | i | 0.7 | 2% | -1.7 | 1175 | · | · | · | i | 26 | -5%
CC1CCC(NC(=O)c2ccc(NC3=NC4CS(=O)(=O)CC4S3)cc2)CC1 (centres undefined) | -0.5% | 4% | i | 5.0 | 10% | · | · | · | · | 2.0% | i | 19 | -5%

The list continues.
SMILES | West Nile virus CPE | MgcRacGAP inhibition | Myeloid diff MLP | Myeloid diff MLP GFP+ MAC1+ % | SV40 large T antigen | b-catenin transl | b-catenin transl cell count 5 µM | WT yeast gro inh | WT yeast gro inh mutant strain | RSV CPE inhibition | T cell HTS | T cell HTS vesicle-bound % | PhoP inhibition
COC(=O)CSc1nc(-c2ccccc2)nc2ccccc12 | -0.1% | 6% | i | 0.2 | 10% | -0.7 | 1475 | 53 | 74 | 2.3% | i | 53 | -3%
NC(=O)CC(NC(=O)Cc1ccc(Br)cc1)c1ccc(NCCc2ccc(Cl)cc2)c([N+](=O)[O-])c1 (centres undefined) | 0.4% | 8% | i | 0.5 | · | -0.1 | 1329 | · | · | · | · | · | -3%
Cc1oc(-c2ccccc2Cl)nc1CS(=O)CC(=O)NCCCN1CC(C)CC(C)C1 (centres undefined) | -0.1% | 7% | i | 7.4 | 9% | · | · | · | · | -0.3% | i | 26 | -4%
Fc1ccccc1NC(=S)N/N=C/c1ccccc1Br | -0.3% | 13% | i | 0.6 | 19% | -3.3 | 1245 | 29 | 26 | 2.8% | i | 43 | -4%
O=C(c1ccc(Br)o1)N1CCN(CCc2ccncc2)CC1 | -0.5% | 8% | i | 0.8 | 14% | · | · | · | · | 0.5% | i | 60 | -3%
Cc1cc(C)c(S(=O)(=O)NCC2CCC(C(=O)NCCCN3CCC(C)CC3)CC2)c(C)c1 (centres undefined) | 1.2% | 14% | i | 0.6 | 0% | · | · | · | · | -3.8% | i | 47 | -5%
CCNc1nc(NC(C)C)nc(OCCOC(=O)c2ccccc2)n1 | -0.6% | 0% | i | 0.7 | 9% | -2.3 | 1275 | 6 | 11 | 1.8% | i | 43 | 4%
O=C(c1cccs1)N1CCCc2ccccc21 | 0.3% | 12% | i | 8.3 | 17% | 2.8 | 1116 | 6 | -3 | 1.2% | i | 12 | 14%
CC(C)n1nnnc1SCC(=O)NC1CCCC1 | 0.2% | 5% | i | 0.5 | 8% | · | · | · | · | 1.4% | i | 27 | -3%
O=C(Nc1cccc(Cl)c1)Nc1ccc2c(c1)C(=O)OC2 | 0.6% | 8% | i | 0.8 | -13% | -2.2 | 1094 | -5 | -9 | 0.7% | i | 16 | 14%
COc1cccc(CN2CCN(C(=O)c3ccc(-c4ccccc4)cc3)CC2)c1 | -1.1% | 20% | i | 0.4 | 6% | -2.3 | 591 | 33 | 1 | 9.8% | i | 51 | -3%
O=CN/N=C/c1c(O)ccc2ccccc12 | -0.7% | 15% | i | 0.4 | ? | 2.3 | 1027 | · | · | 12% | i | 14 | 72µM*
